# Source: PubChem BioAssay
# NOD2-RIPK2 inh: inhibitors of human NOD2-RIPK2 interaction. O43353. CHO BLA complementation NOD2-RIPK2, CCF4 ratio. inhibition, % at 4.98 µM. 0.38% of 360,000 active. AID 624267; in the data active = inhibition above about 21%;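 also: 0% = vehicle only and 100% = reference blocker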
# TWEAK Fn14 block: TWEAK-Fn14 signaling inhibition | TWEAK-stimulated Fn14 reporter cells, luciferase luminescence, 8 h | inhibition, % at 10 µM | 2% of 360,000 active; in the data active = inhibition above about 50%
# ABHD5 PLIN5 PPI: inhibitors of human ABHD5-perilipin-5 interaction. 0.78% of 360,000 active. inhibition, % at 4 µM. Split G. princeps luciferase complementation, luminescence, 4 h. AID 602281. Q00G26+Q8WTS1;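 active = inhibition above the mean inhibition across every tested compound plus 3 SD, cut at about 22% in these data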;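 also: 0% = DMSO only wells and the 100% control is not disclosed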
# TLR9-MyD88 block: blocks human TLR9 binding to MyD88. Q9NR96+Q99836. CHO BLA complementation TLR9-MyD88, CCF4 FRET ratio. inhibition, % at 4.98 µM. 0.21% of 340,000 active. AID 504734;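 active = inhibition above the mean over all tested compounds plus 3 SD, cut at about 21% in these data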;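 also: 0% = DMSO only wells and 100% = clavulanate BLA inhibitor control wells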
# TROY signal inh: inhibitors of TROY-dependent NF-kB signaling; inhibition, % at 10 µM; 0.98% of 360,000 active; Q293 LMP1-TROYcd NF-kB luciferase reporter, 4 h;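 active = compounds whose plate-normalised and pattern-corrected inhibition of the luciferase reporter signal at the single screening dose is 50% or more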
# SRC1 inh: inhibitors of human steroid receptor coactivator 1 (SRC1) | Q15788 | inhibition, % at 3.6 µM | 0.12% of 360,000 active | HEK293 GAL4-SRC1 luciferase reporter, luminescence;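 active = inhibition above the campaign mean plus 3 SD, with each screening campaign given its own cutoff, cut at about 60% in these data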;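 also: 0% = DMSO treated cells and 100% = gossypol at 36 µM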
# NR2F2 inh: NR2F2 (human) inhibition, primary screen | P24468 | HEK293T NGFI-A luciferase reporter, luminescence | inhibition, % at 8.6 µM | 0.7% of 370,000 active | AID 686940;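 active = inhibition above a per-plate cutoff, mean inhibition of test wells between control levels plus 3 SD, cut at about 38% in these data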;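 also: cells cotransfected with COUP-TFII expression vector driving the NGFI-A reporter; 0% = median of COUP-TF2 test wells and 100% = reporter-only cells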
# Target sequence (P24468 whole entry, looked up): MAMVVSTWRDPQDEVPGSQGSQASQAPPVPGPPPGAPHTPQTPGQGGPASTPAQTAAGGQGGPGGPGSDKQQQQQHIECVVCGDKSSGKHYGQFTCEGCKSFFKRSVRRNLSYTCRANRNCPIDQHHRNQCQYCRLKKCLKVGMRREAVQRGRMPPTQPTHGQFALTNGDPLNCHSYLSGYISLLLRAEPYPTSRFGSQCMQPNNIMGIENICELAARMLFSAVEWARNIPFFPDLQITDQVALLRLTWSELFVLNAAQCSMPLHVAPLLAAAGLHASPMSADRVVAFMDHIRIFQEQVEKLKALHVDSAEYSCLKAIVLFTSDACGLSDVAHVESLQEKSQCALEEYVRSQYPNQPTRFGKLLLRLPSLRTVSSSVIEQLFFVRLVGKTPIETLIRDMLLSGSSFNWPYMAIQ
# Granule exo inh: lytic granule exocytosis inhibition; TALL-104 LAMP-1 surface exposure, flow cytometry; cells stimulated with thapsigargin and PMA; inhibition, % at 10 µM; 0.66% of 360,000 active; AID 651702;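 active = inhibition above about 55%, limit read from the data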
# SRC2 inh: inhibits human steroid receptor coactivator 2 | inhibition, % at 9 µM | Q15596 | HEK293 GAL4-SRC2 luciferase reporter, luminescence | 0.17% of 370,000 active | AID 651957;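 active = inhibition above the mean inhibition of all tested compounds plus 3 SD, set per campaign, cut at about 52% in these data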;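 also: 0% = DMSO treated cells and 100% = cells given Gossypol at 36 µM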
# NR5A2 inv ag: inverse agonists of human LRH-1 (NR5A2) | O00482 | HEK293T StAR-luciferase reporter, LRH-1 transfected, 24 h | inhibition, % at 3.6 µM | 0.13% of 360,000 active | AID 602396;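 active = inhibition above the mean inhibition of all tested compounds plus 3 SD, cut at about 73% in these data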;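 also: 0% = DMSO wells and 100% = reporter-only cells lacking LRH-1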
# Target sequence (O00482 whole entry, looked up): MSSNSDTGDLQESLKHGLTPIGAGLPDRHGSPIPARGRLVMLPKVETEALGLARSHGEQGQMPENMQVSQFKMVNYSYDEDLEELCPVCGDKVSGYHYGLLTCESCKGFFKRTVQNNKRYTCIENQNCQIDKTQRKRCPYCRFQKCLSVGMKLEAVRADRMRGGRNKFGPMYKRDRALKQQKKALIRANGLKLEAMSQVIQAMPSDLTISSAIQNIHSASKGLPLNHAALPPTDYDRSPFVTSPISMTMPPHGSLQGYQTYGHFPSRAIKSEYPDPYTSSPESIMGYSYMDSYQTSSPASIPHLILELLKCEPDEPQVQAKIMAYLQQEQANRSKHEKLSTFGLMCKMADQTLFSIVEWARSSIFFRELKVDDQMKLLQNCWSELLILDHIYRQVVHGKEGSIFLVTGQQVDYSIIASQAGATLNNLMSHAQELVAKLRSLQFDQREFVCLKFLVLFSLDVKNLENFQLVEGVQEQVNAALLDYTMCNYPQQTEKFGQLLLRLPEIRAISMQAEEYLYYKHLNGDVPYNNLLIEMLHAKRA
# NCOA3 inh: inhibits human SRC3 coactivator; inhibition, % at 3.6 µM; Q9Y6Q9; AID 588352; 0.17% of 360,000 active; HEK293 GAL4-SRC3 luciferase reporter, luminescence;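 active = inhibition above a per-campaign cutoff, the mean of all compounds plus 3 SD, cut at about 60% in these data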;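 also: 0% = DMSO-treated cells and 100% = gossypol-treated cells at 36 µM; higher means less SRC3-driven luciferase light from the GAL4 reporter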
# * marks the source's active call; other numbers are inactive results; . = no result given; & = joins results of further samples. A portion of the library, so the mix of outcomes need not match the whole.
# Below each SMILES: NOD2-RIPK2 inh	TWEAK Fn14 block	ABHD5 PLIN5 PPI	TLR9-MyD88 block	TROY signal inh	SRC1 inh	NR2F2 inh	Granule exo inh	SRC2 inh	NR5A2 inv ag	NCOA3 inh
(1) O=C(Nc1ccc(F)cc1)c1ccc2c(=O)n(CC3CCCO3)c(=S)[nH]c2c1 (stereo not given)
→ 2	15	-6	-5	23	14	9	-5	9	-16	-31
(2) Cc1nc2cc(NS(=O)(=O)c3c(C)c(C)cc(C)c3C)ccc2s1
→ -3	18	-12	2	39	9	35	0	0	-5	13
(3) CC(=O)NCc1ccc(C(=O)COC(=O)COc2ccccc2)s1
→ 6	8	-1	4	0	-5	3	-12	11	11	-13
(4) CCn1c(Cc2cccs2)nnc1SCC(=O)c1ccc(C)cc1
→ 4	-2	3	-3	-23	-27	8	0	-44	-13	-48
(5) CCn1c2nc(SCCN3CCOCC3)nnc2c2cc(C)cc(C)c21
→ 15	6	-10	-4	12	-10	10	9	-2	17	18
(6) CSc1sc(C)cc1C1C(C#N)=C(N)N(c2cccnc2)C2=C1C(=O)CC(C)(C)C2 (stereo not given)
→ 7	-13	-6	8	6	5	3	-2	-11	15	18
(7) CCOC(=O)c1c(CN(C)C)n(-c2ccccc2)c2cc(Br)c(O)cc12
→ -5	-22	3	3	-17	-20	-5	7	-9	9	11
(8) O=[N+]([O-])c1cccc(S(=O)(=O)Nc2nc3ccccc3nc2Nc2cccc(S(=O)(=O)N3CCCCC3)c2)c1
→ -21	86*	4	5	71*	-7	2	27	-14	12	5
(9) COc1ccc(-n2nc([N+](=O)[O-])c(=NCc3ccco3)n2O)cc1
→ -2	-8	2	2	-31	-47	-19	-3	-21	-40	-44
(10) CS(=O)(=O)c1ccc(C(=O)N2CCN(C(=O)c3ccco3)CC2)cc1
→ 2	16	2	-3	-26	-10	1	8	12	4	-4
(11) O=S(=O)(NCCc1ccccc1)c1ccccc1
→ -5	-7	3	10	2	-2	6	-3	10	1	-7
(12) CCCCNC(=O)C1(C)CCN1C(=O)c1ccc(OC)c(F)c1 (stereo not given)
→ -18	-1	0	.	-8	3	-8	-1	-31	-10	-15
(13) COc1ccc(COC(=O)N/C=C/c2ccco2)cc1
→ -6	6	0	5	-11	-7	0	0	-57	-6	2
(14) CCc1cc(C(=O)OCC(=O)N2CCC(c3ccccc3)=N2)sc1C
→ -10	-11	4	-11	9	-11	-14	4	0	-4	15
(15) O=C(CCNC(=O)c1ccc(Cl)cc1)Nc1cccc(S(=O)(=O)N2CCCCCC2)c1
→ -7	7	-1	5	13	-15	0	2	-4	15	3
(16) O=[N+]([O-])c1ccc(NCCCNS(=O)(=O)c2ccccc2)cc1
→ -13	4	4	-11	-7	17	-14	-2	-11	21	15
(17) O=C(c1ccc(F)cc1)N(NC(=O)C(O)(c1ccccc1)c1ccccc1)c1ccccc1
→ -14	6	0	-6	0	5	8	2	15	26	23
(18) COc1ccccc1CNC(=O)CN(C)CC(=O)Nc1ccc(F)c(F)c1F
→ 0	-8	4	0	0	-6	-5	-4	-3	-18	3
(19) NC(=O)c1cccc(Nc2nc(C(N)CCc3ccccc3)cs2)n1 (stereo not given)
→ -3	-5	4	.	2	-18	9	0	-20	-4	-6
(20) CCOc1ccc(S(=O)(=O)N(C)c2ccc(OCC(=O)Nc3ccc4[nH]c(=O)[nH]c4c3)cc2)cc1
→ -5	-9	5	-1	8	-3	11	5	6	-11	-3

# From entry 1 as far as 14, copied from above:
# Below each SMILES: NOD2-RIPK2 inh	TWEAK Fn14 block	ABHD5 PLIN5 PPI	TLR9-MyD88 block	TROY signal inh	SRC1 inh	NR2F2 inh	Granule exo inh	SRC2 inh	NR5A2 inv ag	NCOA3 inh
(1) O=C(Nc1ccc(F)cc1)c1ccc2c(=O)n(CC3CCCO3)c(=S)[nH]c2c1 (stereo not given)
→ 2	15	-6	-5	23	14	9	-5	9	-16	-31
(2) Cc1nc2cc(NS(=O)(=O)c3c(C)c(C)cc(C)c3C)ccc2s1
→ -3	18	-12	2	39	9	35	0	0	-5	13
(3) CC(=O)NCc1ccc(C(=O)COC(=O)COc2ccccc2)s1
→ 6	8	-1	4	0	-5	3	-12	11	11	-13
(4) CCn1c(Cc2cccs2)nnc1SCC(=O)c1ccc(C)cc1
→ 4	-2	3	-3	-23	-27	8	0	-44	-13	-48
(5) CCn1c2nc(SCCN3CCOCC3)nnc2c2cc(C)cc(C)c21
→ 15	6	-10	-4	12	-10	10	9	-2	17	18
(6) CSc1sc(C)cc1C1C(C#N)=C(N)N(c2cccnc2)C2=C1C(=O)CC(C)(C)C2 (stereo not given)
→ 7	-13	-6	8	6	5	3	-2	-11	15	18
(7) CCOC(=O)c1c(CN(C)C)n(-c2ccccc2)c2cc(Br)c(O)cc12
→ -5	-22	3	3	-17	-20	-5	7	-9	9	11
(8) O=[N+]([O-])c1cccc(S(=O)(=O)Nc2nc3ccccc3nc2Nc2cccc(S(=O)(=O)N3CCCCC3)c2)c1
→ -21	86*	4	5	71*	-7	2	27	-14	12	5
(9) COc1ccc(-n2nc([N+](=O)[O-])c(=NCc3ccco3)n2O)cc1
→ -2	-8	2	2	-31	-47	-19	-3	-21	-40	-44
(10) CS(=O)(=O)c1ccc(C(=O)N2CCN(C(=O)c3ccco3)CC2)cc1
→ 2	16	2	-3	-26	-10	1	8	12	4	-4
(11) O=S(=O)(NCCc1ccccc1)c1ccccc1
→ -5	-7	3	10	2	-2	6	-3	10	1	-7
(12) CCCCNC(=O)C1(C)CCN1C(=O)c1ccc(OC)c(F)c1 (stereo not given)
→ -18	-1	0	.	-8	3	-8	-1	-31	-10	-15
(13) COc1ccc(COC(=O)N/C=C/c2ccco2)cc1
→ -6	6	0	5	-11	-7	0	0	-57	-6	2
(14) CCc1cc(C(=O)OCC(=O)N2CCC(c3ccccc3)=N2)sc1C
→ -10	-11	4	-11	9	-11	-14	4	0	-4	15

# The list goes on:
# Below each SMILES: NOD2-RIPK2 inh	TWEAK Fn14 block	ABHD5 PLIN5 PPI	TLR9-MyD88 block	TROY signal inh	SRC1 inh	NR2F2 inh	Granule exo inh	SRC2 inh	NR5A2 inv ag	NCOA3 inh
(21) Cc1ccc(S(=O)(=O)NC2(C(F)(F)F)C(=O)Nc3c2c(=O)[nH]c(=O)n3-c2ccccc2)cc1 (stereo not given)
→ 6	24	-3	-7	9	2	2	0	12	-1	13
(22) Cc1onc(-c2ccccc2)c1CNC(=O)Nc1cccc(Cl)c1
→ 6	18	-6	-7	10	14	12	0	12	-10	7
(23) CC1=C(C(=O)N(C)C)C(c2ccccc2OC(F)F)NC(=O)N1 (stereo not given)
→ 7	3	-1	-7	-12	5	13	0	-7	0	2
(24) O=C(c1ccco1)N1CCN(c2ccc([N+](=O)[O-])c(N3CCOCC3)c2)CC1
→ -5	0	3	7	10	-3	-6	0	-20	30	13
(25) NC(=O)c1nsc(C(=O)N(CC(=O)NC2CCCCC2)Cc2ccc(F)cc2)c1N
→ 2	41	0	5	14	8	22	-5	6	9	-7
(26) COc1cc2ccccc2cc1C(=O)N/N=C/c1ccc2c(c1)OCO2
→ 3	-12	0	-1	2	-6	-1	13	-7	5	3
(27) COc1ccc(Nc2nc3cc(C)ccc3cc2C#N)c(OC)c1
→ -6	-5	-5	6	-3	-17	11	-3	5	-9	13
(28) CC(C)[C@H](NC(=O)OCc1ccccc1)C(=O)OCc1cc(=O)oc2cc(O)ccc12
→ -11	12	-2	-10	-4	-8	-10	-4	-5	-4	-3
(29) CC(C)N1CCN(Cc2cc3ccccc3[nH]2)CC1CCO (stereo not given)
→ 1	4	-1	-5	-14	-8	4	-2	-8	15	-1
(30) c1ccc2sc(Nc3nc4cc5c(cc4s3)OCO5)nc2c1
→ 0	-7	-2	-13	-45	-130	-39	-2	-76	-171	-100
(31) COc1ccccc1/C=N/NC(=O)c1[nH]c(C)c(C(=O)N/N=C/c2ccccc2OC)c1C
→ -3	-18	1	0	-23	-4	7	1	1	0	10
(32) O=C(CCNC(=O)c1ccccc1Cl)Nc1ccc(Cl)c(C(F)(F)F)c1
→ -1	20	3	-5	3	-11	-4	-1	-33	-10	10
(33) CC(C)CC(=O)Nc1nnn(C)n1
→ -4	7	0	11	4	10	12	2	-6	1	8
(34) COC(=O)C1CCN(c2cc(=O)n(-c3ccc(OC)cc3)c(=O)[nH]2)CC1
→ -5	21	24*	-2	-3	2	3	-4	3	-16	-10
(35) CCOCCCn1c(=NC(C)=O)c(C(=O)OCC)cc2c(=O)n3ccccc3nc21
→ -6&-25	-1&5	0&-1	-6&-17	11&7	-21&4	1	-4&-5	-10	-5&2	-10&-4
(36) COC(=O)Cn1ncc2c3ccccc3n(C)c2c1=O
→ 3	-24	-3	0	-30	-18	-18	2	-30	-58	-35
(37) Cc1ccc(C)n1-c1ccc(-c2nnc3n2CCCCC3)s1
→ -16	10	5	-3	-6	-5	5	4	9	1	1
(38) CC(=O)NC1=CC(=C[N+](=O)[O-])C=C1O
→ -10	-18	5	2	-1	4	10	-1	-15	4	-2
(39) CCOc1ccc(-n2c(SCC(=O)NC(C)CC)nc3n[nH]c(C)c3c2=N)cc1 (stereo not given)
→ 2	-8	3	2	3	-25	.	-2	.	-8	23
(40) Cc1ccc(-c2nc(CN3CCCCC3c3cccc(F)c3)c(C)o2)o1 (stereo not given)
→ -5	-2	-2	2	-16	12	-8	0	9	-2	13
(41) Cc1cc(C(=O)Nc2ccc(N3CCCCC3)cc2)no1
→ -7	73*	-2	-1	26	-97	-23	6	-28	-124	-48
(42) Cc1cc(C)cc(NC(=O)N2CCC(NC(=O)c3ccccc3C)CC2)c1
→ -8	-17	3	3	-4	-5	-8	-3	-26	5	4
(43) CC1(C(=O)Nc2ccc3c(c2)OCO3)CCN1C(=O)CC1CC1 (stereo not given)
→ 4	-12	11	.	-13	8	-8	8	-60	9	-3
(44) CC(C)C(=O)N1CC(=O)Nc2ccc(F)cc2C1c1ccc(F)cc1 (stereo not given)
→ 1	-1	-5	-2	-4	-16	6	17	-13	0	-15
(45) CCOC(=O)C1CCCN(S(=O)(=O)c2cn(C)c(=O)n(C)c2=O)C1 (stereo not given)
→ -1	9	-1	-9	-9	11	-7	1	0	-8	-20
(46) CCC1CCCCN1CCCNC(=O)CC1Oc2ccc(C)cc2NC1=O (stereo not given)
→ -7	-13	-1	2	16	-14	2	-1	-23	-38	-8
(47) Cc1ccc(-c2csc(NC(=O)CCCc3cccs3)n2)cc1
→ -11	-12	-2	6	-7	-1	-2	-2	-14	-24	11
(48) O=C(Nc1nc2ccc([N+](=O)[O-])cc2s1)c1ccc(S(=O)(=O)N2CCCc3ccccc32)cc1
→ -7	65*	-2	2	49	19	.	-10	.	8	13
(49) O=C1CC(C(=O)Nc2ccc(F)cc2)n2cnnc2N1 (stereo not given)
→ 3	34	16	-7	-7	11	-7	-1	13	8	10
(50) N/C(=N\c1nc2c(c(=O)[nH]1)CCCC2)Nc1ccc(Oc2ccccc2)cc1
→ 5	-20	0	-13	-11	1	2	-3	11	6	11
(51) NC(=O)c1c(NC(=O)c2ccco2)sc2c1CCC2
→ 1	18	2	10	-35	-93	-27	9	-38	-77	-79
(52) Cc1cc(Br)ccc1NC(=O)C(C)c1ccc([N+](=O)[O-])cc1 (stereo not given)
→ -6	-18	-6	-5	-7	-26	-4	13	11	8	7
